PPC-1+TRAIL kill = PPC-1 cancer cell killing with TRAIL present. PPC-1 cells + TRAIL, ATPLite viability luminescence. cell killing (% activity), % at 4 µM. hit rate 0.41% among 220,000;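 active = cell killing above 50% in the first pass at 4 µM, then a duplicate retest at 5 µM averaging 50% or more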;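 note: plate controls were cells with TRAIL plus DMSO for no effect and medium-only wells lacking cells for full effect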
RBBP9 inh = inhibitors of human serine hydrolase RBBP9. inhibition, % at 7.94 µM. hit rate 0.2% among 220,000. recombinant RBBP9, FP-Rh probe fluorescence polarization. O75884. AID 1515;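 active = inhibition above the campaign mean of all tested compounds plus 3 SD, cut at about 14% in these data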;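 note: plate controls were DMSO wells with RBBP9 for no effect and wells lacking RBBP9 protein for full effect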
Target sequence (O75884 whole entry, looked up): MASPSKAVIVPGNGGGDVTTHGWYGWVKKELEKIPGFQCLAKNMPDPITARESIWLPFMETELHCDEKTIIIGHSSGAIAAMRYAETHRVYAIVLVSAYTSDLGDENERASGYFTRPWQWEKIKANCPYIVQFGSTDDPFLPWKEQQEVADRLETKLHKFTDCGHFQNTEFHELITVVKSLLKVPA
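Measured by – fluorescence polarization · Test system – RBBP9 protein · Input – 2.5 µM RBBP9 dispensing solution, before mixing · Measure – percent inhibition from mP, scaled between DMSO and no-protein wells · Benchmarks – DMSO-treated enzyme wells and wells lacking RBBP9 · Times – preincubation 30 min plus labeling 45 min at 25 °C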
Wee1 stabilizer = human Wee1 degradation inhibition, primary screen | hit rate 1.2% among 220,000 | HeLa Luc-Wee1K328M stability, luciferase luminescence; 100% = proteasome inhibitor MG132 effect | reporter increase, % at 5 µM | P30291;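 active = activation above the mean of all tested compounds plus 3 SD, set per screening run, cut at about 8.8% in these data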;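 note: cells exposed to compound for 20 h before luminescence read; 0% = DMSO alone and 100% = MG132 at 30 µM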
Target sequence (P30291 whole entry K328M): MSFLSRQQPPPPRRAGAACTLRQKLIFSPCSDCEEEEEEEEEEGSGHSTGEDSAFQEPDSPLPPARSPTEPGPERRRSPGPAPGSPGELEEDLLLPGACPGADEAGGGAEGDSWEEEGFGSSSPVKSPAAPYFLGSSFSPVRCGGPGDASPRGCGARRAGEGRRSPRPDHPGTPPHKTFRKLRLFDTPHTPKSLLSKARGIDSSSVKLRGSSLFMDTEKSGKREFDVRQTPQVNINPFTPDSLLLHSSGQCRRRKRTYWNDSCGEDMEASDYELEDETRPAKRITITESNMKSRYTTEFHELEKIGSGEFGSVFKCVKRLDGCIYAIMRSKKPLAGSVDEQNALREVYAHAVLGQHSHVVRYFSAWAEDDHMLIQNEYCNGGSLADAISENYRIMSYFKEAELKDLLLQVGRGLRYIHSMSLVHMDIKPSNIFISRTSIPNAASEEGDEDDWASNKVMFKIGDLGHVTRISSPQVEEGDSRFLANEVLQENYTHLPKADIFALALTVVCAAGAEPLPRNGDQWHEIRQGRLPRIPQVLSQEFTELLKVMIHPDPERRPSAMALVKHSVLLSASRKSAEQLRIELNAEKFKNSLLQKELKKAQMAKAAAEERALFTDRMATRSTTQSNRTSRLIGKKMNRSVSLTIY
Ba/F3 V617F tox = reduce viability of Ba/F3 cells dependent on JAK2V617F; Ba/F3 EpoR-JAK2V617F viability, ATP luminescence; inhibition, % at 5.6 µM; hit rate 1.1% among 220,000; AID 1446;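 active = inhibition above the campaign mean plus 3 SD over all tested compounds, cut at about 24% in these data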;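 note: cytokine-independent growth of Ba/F3 cells driven by EpoR plus mutant JAK2; 0% = DMSO-treated cells and 100% = JAK inhibitor I control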
TRPML3 agonist = human mucolipin-3 channel agonism; hit rate 0.29% among 220,000; HEK293 TRPML3-YFP, Fluo-8 calcium fluorescence; 100% = the carbachol control signal; Q8TDD5; activation, % at 3 µM;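 active = activation above its plate's cutoff, the mean activation of the plate's test wells plus 3 SD, cut at about 12% in these data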;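 note: 0% = DMSO only wells and 100% = carbachol wells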
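Test system – HEK293 line with stable expression of human TRPML3-YFP channel · Control set – carbachol 87 µM final as high control (100%), DMSO as low control (0%) · Signal – Fluo-8 calcium dye fluorescence, ex 470-495, em 515-575 nm · Incubation – 1-h 37 °C dye load, 5-s basal, 120-s post-compound reads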
TNF necrop inh = blocks TNF-alpha induced death of Jurkat FADD-/- cells | activation (protection from cell death), % at 10 µM | Jurkat FADD-/- TNF necroptosis rescue, ATP luminescence, 24 h; 0 = TNF only, 100 = no-TNF cells | hit rate 0.068% among 220,000;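 active = activation, meaning protection from cell death, of at least 50% relative to plate controls; inactive = activation below 50%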;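 note: necroptosis triggered by 40 ng/mL TNF-alpha added together with compound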
zfTRPN1 agonist = agonists of zebrafish TRPN1 channel. HEK293 zebrafish TRPN1-YFP, Fluo-8 calcium fluorescence; 100% = response to 87 µM carbachol. activation, % at 3 µM. hit rate 0.18% among 220,000. AID 1424;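 active = activation above its plate's cutoff, the mean activation of test wells on that plate plus 3 SD, cut at about 19% in these data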;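 note: 0% = DMSO alone and 100% = 87 µM carbachol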
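Material – zebrafish TRPN1-YFP in HEK293 cells · Doses – 3 µM single point · Schedule – dye 1 h 37 °C plus 30 min RT · Signal – Fluo-8 calcium fluorescence, excitation 470-495 nm, emission 515-575 nm · Read-out – % activation versus carbachol response · Control set – carbachol high, DMSO low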
CHOP inh = inhibitors of CHOP induction in ER stress response | CHO-K1 CHOP-promoter luciferase, tunicamycin-induced, 15-18 h | inhibition, % at 10 µM | hit rate 3.8% among 220,000 | AID 2732;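 active = compounds that reduced the stress-induced luciferase reporter signal by more than about 70% of percent inhibition, limit read from the data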;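 note: 0% = tunicamycin plus vehicle and 100% = wells without tunicamycin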
BaF3 parental = counter-screen for JAK2V617F inhibitors: parental Ba/F3 viability inhibitors; CellTiter-Glo ATP luminescence; inhibition, % at 5.6 µM; hit rate 1.1% among 220,000;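 active = inhibition above a per-campaign cutoff, the mean inhibition of all tested compounds plus 3 SD, cut at about 27% in these data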;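 note: 0% = DMSO wells and 100% = JAK Inhibitor I control wells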
Active calls of the source: *; . = not tested or not shown; [ ] = remark or other dose.

SMILES	PPC-1+TRAIL kill	RBBP9 inh	Wee1 stabilizer	Ba/F3 V617F tox	TRPML3 agonist	TNF necrop inh	zfTRPN1 agonist	CHOP inh	BaF3 parental
CC(=O)NCC(=O)NC(Cc1ccccc1)C(N)=O (centres undefined)	10	-6	2	-4	1.5	0.5	1.5	7	-2
CCOP(=O)(OCC)C(NC(=O)Nc1cccc(Cl)c1)c1ccccc1 (centres undefined)	13	-9	-2	3	-0.7	0.7	-0.3	3	6
CCCC(=O)Nc1ccccc1NC(=O)CN(C)S(=O)(=O)c1ccc(C)cc1	12	3	6	0	0.0	-1.5	0.7	9	4
Cc1cc(C)n(-c2nc(NCCN(C)C)c3c4c(sc3n2)CCCC4)n1	43	11	-2	4	0.5	-30	2.8	-3	-4
Oc1ccc(Cl)cc1/C=N/c1nc2ccccc2[nH]1	10	3	1	0	0.3	0.2	0.2	23	3
CCOC(=O)C1CCN(C(=O)c2ccc(SC)cc2OC)CC1	-3	-5	0	-2	0.2	-0.1	-1.3	5	-1
CC1=[N+]([O-])C(C)(C)C(C)N(O)C1=O (centres undefined)	15	2	1	0	0.1	-2.8	0.6	31	2
COC(=O)CCSCC(=O)Nc1ccc(S(=O)(=O)N2CCOCC2)cc1OC	-4	-6	-1	-3	0.4	1.2	0.1	4	2
CSc1ccccc1N=CC1=C(O)CC(C)(C)CC1=O	-6	-7	0	-3	0.9	-1.1	-0.1	36	-1
O=[N+]([O-])c1cccc(/C=N/N2CCN(c3ccccn3)CC2)c1	27	-7	6	-2	0.5	2.2	0.4	34	2
CC(C)(O)C#Cc1ccc(CN2CCN(CCc3ccccc3)C(CCO)C2)s1 (centres undefined)	-20	-5	2	4	1.2	1.3	1.6	17	8
Cc1csc(NC(=O)CSc2nnc3c4ccccc4nc(C(C)(C)C)n23)n1	-18	-1	-2	-2	0.4	-12	0.0	105*	4
O=C(Nc1ccccc1)Nc1ccc(Cl)c([N+](=O)[O-])c1	4	-16	1	-1	9.2	6.3	15	56	2
CCOC(=O)c1ccc(NC(=O)c2cc3c(C)nn(-c4ccccc4Cl)c3s2)s1	11	-4	-5	-4	0.3	0.2	-0.1	39	2
Cc1ccc(S(=O)(=O)CCC(=O)OCC(=O)Nc2cc(C)on2)cc1	14	1	-3	4	0.2	0.6	-0.3	-1	5
C=CCN=C1CCCc2c1[nH]c1ccc(C)cc21	9	-5	-4	4	0.3	-2.2	0.3	22	9
CCCCN1CNC(=S)N(c2cc(C)ccc2C)C1	40	-12	-2	0	-0.2	-1.6	-1.4	2	5
Cc1ccnc(NC(=O)CCC(=O)N(CC(=O)NC(C)(C)C)c2ccc3c(c2)OCCO3)c1	12	-5	5	-5	0.6	-0.9	0.1	37	1
CCOc1ccc(OCC(=O)Nc2nccs2)cc1	47[5 µM]	-3	-3	-1	-0.5	-4.4	-1.2	10	12
COC(=O)c1cnc2c(c(C)nn2C)c1OC	1	-1	3	8	0.0	0.7	0.1	-6	-4
COc1cc(NS(=O)(=O)c2ccc(C)cc2)ccc1-n1cnnn1	8	-3	-4	-1	-0.4	-1.1	0.2	49	0
Cc1ccc(-c2noc(-c3ccccc3C(=O)N3CCN(C)CC3)n2)cc1	1	0	0	6	0.4	-2.5	1.5	-28	10
CCOc1ccc(NC(=O)COC(=O)Cc2ccc(S(=O)(=O)N3CCOCC3)s2)cc1	-4	-8	-1	-2	-0.1	-0.9	-0.6	-13	4
O=C(/C=C/c1ccccc1)N(Cc1ccc(Cl)cc1)C1CCS(=O)(=O)C1 (centres undefined)	10	-10	-2	8	0.1	0.5	-0.1	12	1
CCCC(=O)Nc1cc(-c2nnc(OC)c3ccccc23)ccc1N1CCOCC1	.	-9	1	5	-0.2	-0.1	0.2	.	5
CCn1c(C)[n+](CC)c2ccc(S(=O)(=O)N(C)C)cc21	-1	-8	-2	1	-0.2	0.5	0.0	-8	4
O=C(Nc1cccn(Cc2c(F)cccc2Cl)c1=O)NC1CCCCC1	13	0	1	-1	0.4	-3.4	0.7	13	2
COCC1CCCN(Cc2nc(C(c3ccccc3)c3ccccc3)no2)C1 (centres undefined)	11	-2	0	-3	-1.4	-0.2	-3.4	8	3
CN(CCNC(=O)c1cn(C)c2ccc(S(=O)(=O)N(C)C)cc2c1=O)CCc1ccccc1	-4	0	-1	-3	-0.5	1.9	-0.9	0	-4
CCCNc1ccc(S(=O)(=O)N(C(C)C)C(C)C)cn1	18	3	2	1	2.8	2.8	2.3	-3	3
NC1=NC(=O)/C(=C/c2ccsc2)S1	-14	-7	1	3	0.9	0.6	-0.8	24	3
O=C(Nc1ccnc(-c2cccnc2)n1)c1ccc(Cl)cc1	13	-3	-3	0	0.5	-4.1	-0.4	-20	11
Cc1ccc(Nc2cc(=O)[nH]c(=O)[nH]2)cc1C	14	-2	-1	-1	1.1	1.9	0.5	7	0
O=C(CCSc1ccc(F)cc1)Nc1ccc(-n2cnnn2)cc1	4	-7	0	0	1.3	-0.2	1.9	28	3
Cc1ccc(C(=O)CSC2=NC(N)=C(C#N)C3(CCCCC3)C2C(N)=O)cc1 (centres undefined)	-6	-7	0	0	0.6	-3.1	-1.0	40	3
O=C(CCCN1C(=O)c2ccccc2C1=O)Nc1ccccc1	6	-5	0	-1	-0.1	3.3	0.0	10	-1
O=C(CSc1nnc(COc2ccccc2Cl)o1)NC(=O)NCc1ccco1	-6	-10	0	-1	-0.4	-0.2	-0.9	10	-2
O/N=C/c1cc(Br)ccc1OCc1cccc(F)c1	10	-4	3	-4	-1.1	-4.0	-1.2	2	3
CCCNC(=O)N1CCCC(C(=O)c2cccc(Cl)c2)C1 (centres undefined)	14	-1	3	-1	-0.6	0.0	-2.5	-5	6
Cc1ccc(NC(=S)N(CCCN2CCC(C)CC2)Cc2ccco2)cc1	22	4	-3	25*	-0.7	2.6	-1.0	14	11
c1ccc2c(c1)Cn1nnnc1-2	7	-3	-2	2	1.3	1.5	3.4	-3	7
CC(=O)Nc1ccc(S(=O)(=O)N2CCOCC2)cc1	16	5	2	-4	0.9	-0.1	2.5	-3	1
CCOc1cc(C(C#N)N2CCOCC2)ccc1OC (centres undefined)	11	-8	1	-4	-0.3	-1.4	0.3	15	1
COc1ccc(C2C(C#N)=C(N)N(c3ncn[nH]3)C3=C2C(=O)CCC3)cc1 (centres undefined)	0	-7	1	-2	0.6	0.7	-0.9	16	5
C[C@H](NC(=O)c1ccccc1Cl)C(=O)OCCOc1ccc(Cl)cc1	16	-2	0	-4	0.5	1.3	-0.1	9	3

Part of the list above, in markdown.
| compound | PPC-1+TRAIL kill | RBBP9 inh | Wee1 stabilizer | Ba/F3 V617F tox | TRPML3 agonist | TNF necrop inh | zfTRPN1 agonist | CHOP inh | BaF3 parental |
| --- | --- | --- | --- | --- | --- | --- | --- | --- | --- |
| Cc1ccc(Nc2cc(=O)[nH]c(=O)[nH]2)cc1C | 14 | -2 | -1 | -1 | 1.1 | 1.9 | 0.5 | 7 | 0 |
| O=C(CCSc1ccc(F)cc1)Nc1ccc(-n2cnnn2)cc1 | 4 | -7 | 0 | 0 | 1.3 | -0.2 | 1.9 | 28 | 3 |
| Cc1ccc(C(=O)CSC2=NC(N)=C(C#N)C3(CCCCC3)C2C(N)=O)cc1 (centres undefined) | -6 | -7 | 0 | 0 | 0.6 | -3.1 | -1.0 | 40 | 3 |
| O=C(CCCN1C(=O)c2ccccc2C1=O)Nc1ccccc1 | 6 | -5 | 0 | -1 | -0.1 | 3.3 | 0.0 | 10 | -1 |
| O=C(CSc1nnc(COc2ccccc2Cl)o1)NC(=O)NCc1ccco1 | -6 | -10 | 0 | -1 | -0.4 | -0.2 | -0.9 | 10 | -2 |
| O/N=C/c1cc(Br)ccc1OCc1cccc(F)c1 | 10 | -4 | 3 | -4 | -1.1 | -4.0 | -1.2 | 2 | 3 |
| CCCNC(=O)N1CCCC(C(=O)c2cccc(Cl)c2)C1 (centres undefined) | 14 | -1 | 3 | -1 | -0.6 | 0.0 | -2.5 | -5 | 6 |
| Cc1ccc(NC(=S)N(CCCN2CCC(C)CC2)Cc2ccco2)cc1 | 22 | 4 | -3 | 25* | -0.7 | 2.6 | -1.0 | 14 | 11 |
| c1ccc2c(c1)Cn1nnnc1-2 | 7 | -3 | -2 | 2 | 1.3 | 1.5 | 3.4 | -3 | 7 |
| CC(=O)Nc1ccc(S(=O)(=O)N2CCOCC2)cc1 | 16 | 5 | 2 | -4 | 0.9 | -0.1 | 2.5 | -3 | 1 |

Record cards (already shown):
C[C@H](NC(=O)c1ccccc1Cl)C(=O)OCCOc1ccc(Cl)cc1 reads PPC-1+TRAIL kill = 16; RBBP9 inh = -2; Wee1 stabilizer = 0; Ba/F3 V617F tox = -4; TRPML3 agonist = 0.5; TNF necrop inh = 1.3; zfTRPN1 agonist = -0.1; CHOP inh = 9; BaF3 parental = 3
CCCNC(=O)N1CCCC(C(=O)c2cccc(Cl)c2)C1 (centres undefined) reads PPC-1+TRAIL kill = 14; RBBP9 inh = -1; Wee1 stabilizer = 3; Ba/F3 V617F tox = -1; TRPML3 agonist = -0.6; TNF necrop inh = 0.0; zfTRPN1 agonist = -2.5; CHOP inh = -5; BaF3 parental = 6

Other structures follow.
SMILES	PPC-1+TRAIL kill	RBBP9 inh	Wee1 stabilizer	Ba/F3 V617F tox	TRPML3 agonist	TNF necrop inh	zfTRPN1 agonist	CHOP inh	BaF3 parental
Cc1ccc(Nc2nc(Oc3ccc(OCc4ccccc4)nn3)nc(N3CCOCC3)n2)cc1	16[5 µM]	-7	0	-7	-0.3	0.2	0.8	30	1
CC(C)(C)NC(=O)NC(=O)COC(=O)CNS(=O)(=O)/C=C/c1ccccc1	8	-1	-2	4	1.4	0.3	1.9	18	0
O=C(Nc1ccc(-n2cccc2)cc1)C1CC1	11	-2	-1	0	-0.5	1.9	-0.8	2	5
CSc1ccccc1NC(=O)Nc1cccc(Cl)c1	6	-14	-1	-3	-0.4	4.4	-1.2	45	3
COc1ccc(C(C)=O)cc1CSc1nc2ccccc2o1	-9	2	-3	2	-0.3	-0.8	0.7	61	7
Cc1ccc(C(=O)NCCn2cc(SCC(=O)N3CCOCC3)c3ccccc32)cc1	1	-3	6	-5	-0.2	-0.7	0.5	32	0
O=S(=O)(Nc1ccc(Cl)cc1)c1ccc2c(c1)CCO2	12	-12	5	2	0.0	43	-0.2	-1	1
O=C(COc1ccc([N+](=O)[O-])cc1Cl)N1CCOCC1	-12	-5	-1	-2	0.7	-1.2	0.9	12	2
Cc1cc(C)nc(/N=C(\N)N2CCc3ccccc32)n1	.	-8	1	-3	-0.1	1.4	-1.1	12	5
O=[N+]([O-])c1ccc(N2CCN(C(=S)Nc3ccc(F)cc3F)CC2)cc1	10	1	9.2*	-3	3.3	1.0	6.8	23	23
O=C1Oc2ccccc2C2(O)C3CCCCCC3C12 (centres undefined)	-1	-6	4	1	-1.0	-2.1	-2.0	46	2
